# Casp6 inh: blocks human caspase-6 cleavage activity | P55212 | purified caspase-6, Z-VEID-R110 cleavage fluorescence | inhibition, % at 12.5 µM | hit rate 0.53% among 350,000 | AID 686996;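 active = mean inhibition across replicates at least about 35%, with every replicate also reaching that limit, limit read from the data; inconclusive = only one of the two criteria met; inactive = neither criterion met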;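 note: 0% = median of neutral control wells and 100% = no fluorescence left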
# Target sequence (P55212 24-179 limits assumed): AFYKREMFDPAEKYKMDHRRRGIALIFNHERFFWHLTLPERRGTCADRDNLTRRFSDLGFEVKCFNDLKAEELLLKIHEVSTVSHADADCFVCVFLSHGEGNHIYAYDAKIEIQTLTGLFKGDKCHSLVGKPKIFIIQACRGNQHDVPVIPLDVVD
# Target sequence (P55212 194-293 limits assumed): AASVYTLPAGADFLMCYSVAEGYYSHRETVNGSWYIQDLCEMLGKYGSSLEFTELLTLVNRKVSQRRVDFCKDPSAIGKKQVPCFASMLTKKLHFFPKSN
# LGR2 inh: inhibitors of bursicon-induced Drosophila LGR2 receptor cAMP signaling; inhibition, % at 9.99 µM; AID 720647; HEK293 LGR2, CRE-luciferase, bursicon-stimulated, 4 h; hit rate 0.35% among 380,000;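 active = drop in luminescence signal, shown as inhibition above about 50% in the replicate tests, limit read from the data, passing the limit was not always enough; inconclusive = probably only some replicates passing the limit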;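 note: agonist challenge used bursicon conditioned medium at about half maximal strength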
# PGC1a acetyl inh: lowers PGC1a acetylation signal in U2OS cells | hit rate 0.17% among 350,000 | AID 651687 | AlphaScreen anti-acetyl-lysine; with virally co-expressed GCN5 acetyltransferase | inhibition, % at 15.6 µM;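 active = every replicate shows inhibition of at least 40%; inconclusive = mean inhibition at least 40% but some replicate below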;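 note: 0% = neutral control wells and 100% = positive control wells; some results beyond the cut were filed as inactive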
# FN deposition inh: fibronectin deposition inhibition; AH1F fibroblasts, Alexa488-fibronectin deposition fluorescence, overnight; inhibition, % at 12.6 µM; hit rate 0.086% among 350,000; AID 743247;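 active = mean inhibition across replicates of 30% or more, regardless of how many single replicates reach that level; inconclusive = mean under 30% yet at least half of replicates reach 30%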;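 note: positive control wells lacked labelled fibronectin entirely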
#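 Assay system: AH1F fibroblasts / Quantity: 10000 cells per well / Medium: DMEM plus 2% serum, read in PBS / Reagent: labelled fibronectin 24 nM / Dosing: single dose, pinned / Times: 1 h cell attachment, overnight exposure to compound and label / Signal: fluorescence, ex 485 nm, em 525 nm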
# Cneo AK release: Cryptococcus neoformans lysis via adenylate kinase release. C. neoformans lysis, adenylate kinase release luminescence, 4 h; normalised: neutral wells 0, clomiphene wells 100. lysis activity, % at 15 µM. AID 651654. hit rate 0.2% among 360,000;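 active = mean lysis activity across replicates of at least 80%, whatever share of replicates individually reach that level; inactive = mean lysis activity below 80%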
#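 Test system: log-phase Cryptococcus neoformans yeast cells. Input: 5 × 10^6 yeast cells/mL. Medium: fresh YPD growth medium. Doses: single dose. Incubation: static 4 h at 37 °C with compound, 1 h detection. Measured by: luminescent adenylate kinase detection reagent. Read-out: signal increase indicating cell lysis. Benchmarks: Clomiphene.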
# EWS-Fli inh: blocks EWS/Fli oncoprotein-driven transcription | A673 NR0B1-luciferase reporter, viability-normalised | inhibition, % at 12.6 µM | hit rate 0.67% among 350,000 | AID 651661;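 active = mean inhibition of at least 50% after viability correction, with every replicate also passing that limit; inconclusive = mean reaches 50% but only one of two replicates passes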;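 note: firefly luciferase signal divided by Alamar Blue viability fluorescence both relative to DMSO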
# PAX8 inh HTS: inhibitors of PAX8 transcriptional activity in RMG-I cells; RMG-I TPO-luciferase reporter, SteadyGlo, 24 h; hit rate 1.2% among 360,000; inhibition, % at 12.6 µM; AID 652154;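 active = mean replicate inhibition at least 60% with every replicate also reaching 60%; inconclusive = only one of the two criteria is met; inactive = mean below 60% and not all replicates reaching 60%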;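 note: luciferase light reporting Pax8 driven TPO promoter activity; plate controls were median of neutral control wells for no effect and mitoxantrone controls for full effect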
# miR-122 sensor: blocks miR-122 activity in Huh7 sensor cells | Huh7 miR-122 Renilla luciferase sensor, 48 h; neutral wells = 0, positive control = 100 | activation (reporter increase), % at 12.5 µM | hit rate 0.3% among 340,000 | AID 602342;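 active = mean replicate activation score at least 90 and every replicate individually at or above 90; inconclusive = only one of the two criteria met; inactive = neither criterion met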;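 note: higher luciferase means less miR-122 activity so hits act as miR-122 inhibitors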
# An asterisk follows results filed as active; ? = inconclusive; / = no result given; [ ] = remark or other dose.
SMILES,Casp6 inh,LGR2 inh,PGC1a acetyl inh,FN deposition inh,Cneo AK release,EWS-Fli inh,PAX8 inh HTS,miR-122 sensor
C/C(=N\N1C(=O)c2ccccc2C1=O)c1cccc([N+](=O)[O-])c1,1.8,2.3,/,-0.8,/,?,-5.1,/
COCCN1C(=O)N[C@@H](c2ccccc2)[C@H](C(C)=O)[C@H]1C,0.4,/,/,-2.3,1.6,-7.1,4.4,/
Cc1cc2ncc(-c3cccc(Cl)c3)cn2n1,3.4,-87.0,10.6,-4.0,/,-60.3,-27.3,1.6
O=C(C[C@@H]1C[C@H]2c3cc(NC(=O)NC4CCCC4)ccc3O[C@H]2[C@@H](CO)O1)NCc1ccc(-c2ccccc2)cc1,-1.0,2.9,21.2,-24.2,-51.5,9.4,8.1,3.0[16.7 µM]
Cc1ccc(S(=O)(=O)Nc2ccc3c(c2)C(=O)N([C@@H](C)CO)C[C@H](C)[C@@H](CN(C)C)O3)cc1,-2.3,10.9,-6.3,-3.0,-3.8,1.2,-8.0,-0.3[16.7 µM]
COc1ccc(Oc2ccccc2/C=C/C(=O)O)cc1,/,/,-2.9,-7.0,-2.1,/,18.5,5.0
Cc1c(C(=O)N2CCN(c3ccccn3)CC2)oc2c(F)cccc12,0.5,-15.7,-7.9,0.5,-1.4,-36.7,-10.2,-4.7
Cc1ccccc1C(=O)Nc1ccc(C(=O)N/N=C/c2ccc(F)cc2)cc1,3.0,14.3,8.4,-8.7,/,11.0,2.7,/
CN(C)C(=O)c1cccc(-c2cnc3c(NC=O)cc(-c4ccccc4Cl)cn23)c1,2.0,7.6,-7.0,13.5,-1.1,-11.4,/,/
CC(C)n1cnc2c(NCc3ccc(S(N)(=O)=O)cc3)nc(NCc3ccc(S(N)(=O)=O)cc3)nc21,-10.0,6.3,3.8,0.6,1.1,-0.5,-3.7,-4.2
Cc1cc(C(=O)CSc2nnnn2C)c(C)n1-c1ccc2c(c1)OCCO2,/,/,-4.0,0.7,-1.0,/,-122.3,/
COc1ccc(CCNC(=O)CCC(=O)N2CCOc3ccccc32)cc1OC,-0.9,-6.8,3.1,-3.9,0.4,2.4,1.2,3.0
C=CCN1CCN(c2ccncc2S(=O)(=O)N2CCCCC2)CC1,-6.0,18.6,/,-2.0,-0.3,5.7,-69.0,1.5
O=C(O)CSCC(=O)N1CCN(S(=O)(=O)c2ccccc2)CC1,-4.8,8.5,-3.8,-3.0,/,-2.4,4.9,/
O=C(NCC(c1ccco1)N1CCCC1)c1ccccc1Sc1ccc(C(F)(F)F)cc1[N+](=O)[O-] (configuration not stated),0.5,2.8,/,-1.8,-0.7,22.3,22.7,/
C[C@@H]1CN([C@H](C)CO)C(=O)c2cc(NS(C)(=O)=O)ccc2O[C@@H](C)CCCCO[C@@H]1CN(C)C(=O)NC1CCCCC1,-0.6,-15.3,-4.3,-4.3,/,-5.1,/,/
Cc1cccn2c(=O)c3cc(S(=O)(=O)c4ccccc4)c(=N)n(Cc4ccc(F)cc4)c3nc12,0.8,1.2,0.2,-10.1,1.4,/,-0.2,-1.3
CCS(=O)(=O)N1CC2(C1)CN(S(=O)(=O)c1ccccc1)[C@H](CO)c1c2c2ccc(OC)cc2n1C,0.1,-11.1,-14.3,2.9,/,-5.2,-0.3,/
Cc1ccc(C(O)c2ncc(-c3ccccc3C(F)(F)F)[nH]2)cc1F (configuration not stated),18.8,1.5,/,-11.0,-0.7,0.7,-2.2,6.2
O=C(NC(=S)Nc1cccc(NC(=S)NC(=O)c2ccccc2)c1)c1ccccc1,-0.6,-48.0,2.5,-4.7,-0.6,-49.3,-69.9,/
C[C@@H]1CCCCO[C@H](CN(C)Cc2ccc(C(F)(F)F)cc2)[C@H](C)CN([C@@H](C)CO)C(=O)c2cc(NC(=O)c3ccncc3)ccc2O1,-1.7,3.9,/,16.8,-0.1,4.8,3.1,-6.0[16.7 µM]
O=S(=O)(c1ccc(Br)cc1)N1CCN=C1SCc1cccc(F)c1,0.5,16.5,/,/,-1.1,/,5.3,/
COc1ccc(CN(C)C[C@@H]2Oc3c(NC(=O)NC(C)C)cccc3C(=O)N([C@@H](C)CO)C[C@@H]2C)cc1,0.8,6.2,-2.9,-2.2,52.6,1.3,1.4,12.7[16.7 µM]
O=C(N/N=C/c1c(O)n(-c2ccccc2Cl)c(=O)c2ccccc12)c1cccnc1,1.9,6.2,/,6.2,/,3.4,4.3,/
COc1ccc(CNC(=O)CN2C(=O)c3ccccc3C2=O)cc1,-3.0,5.6,7.1,3.8,3.0,0.0,-4.4,-3.1
CCNC(=O)C1(C)CCN(C(=O)c2ccc3snnc3c2)C1 (configuration not stated),0.5,-3.0,0.7,0.0,-1.2,-3.0,3.1,-0.2
CCOC(=O)C(CCCOc1cccc(CC)c1)C(=O)OCC,/,/,-16.3,-16.9,-0.3,/,/,5.3
COc1cc(OC)c(OC)cc1CNC(=O)c1ccc(S(=O)(=O)N2CC(C)OC(C)C2)cc1 (configuration not stated),-5.5,7.0,/,-17.3,1.0,0.7,0.1,/
Nc1nc(-c2ccco2)nn1S(=O)(=O)c1ccccc1,4.5,12.5,6.1,-3.4,/,6.7,-6.2,/
Cc1oc(-c2ccccc2Cl)nc1CS(=O)(=O)CC(=O)NCCc1ccccc1,-3.2,-3.7,-8.0,-9.3,0.0,-11.6,5.4,-5.4
COc1ccc(C(=O)c2c3ccc(OC)cc3[n+]([O-])n2CCCC(N)=O)cc1,1.9,-14.8,2.5,-8.2,0.8,2.0,17.8,-5.3
CC(=O)Nc1ccc2c(c1)CCc1ccccc1-2,4.0,-60.3,/,-8.5,0.8,-92.0,-25.0,-8.8
COc1ccc(S(=O)(=O)N(C)C[C@@H]2Oc3c(NC(=O)Nc4ccc(C(F)(F)F)cc4)cccc3C(=O)N([C@H](C)CO)C[C@@H]2C)cc1,-1.7,-4.8,-3.8,-0.1,-7.5,15.0,5.2,-6.2[16.7 µM]
O=C(C[C@@H]1C=C[C@@H](NC(=O)Cc2cccnc2)[C@@H](CO)O1)Nc1ccccc1,-0.6,9.2,5.5,/,1.7,-5.7,8.3,/
CCn1c(SCC(=O)N2CCN(c3ccccc3)CC2)nnc1-c1ccoc1C,-0.6,/,-3.4,3.3,0.8,/,17.5,2.0
N#CCCN(C(=O)COC(=O)c1ccc2c(c1)OCO2)c1ccccc1,3.0,-9.6,-3.2,/,1.5,-2.6,15.1,/

# Arranged by the number under Casp6 inh (ascending): three of the compounds above.
SMILES	Casp6 inh	LGR2 inh	PGC1a acetyl inh	miR-122 sensor
COc1ccc(S(=O)(=O)N(C)C[C@@H]2Oc3c(NC(=O)Nc4ccc(C(F)(F)F)cc4)cccc3C(=O)N([C@H](C)CO)C[C@@H]2C)cc1	-1.7	-4.8	-3.8	-6.2[16.7 µM]
CCn1c(SCC(=O)N2CCN(c3ccccc3)CC2)nnc1-c1ccoc1C	-0.6	/	-3.4	2.0
N#CCCN(C(=O)COC(=O)c1ccc2c(c1)OCO2)c1ccccc1	3.0	-9.6	-3.2	/

# New compounds follow.
SMILES,Casp6 inh,LGR2 inh,PGC1a acetyl inh,FN deposition inh,Cneo AK release,EWS-Fli inh,PAX8 inh HTS,miR-122 sensor
Cc1cc(NC(=O)CN2C(=O)c3ccccc3S2(=O)=O)no1,-2.1,0.4,/,6.6,-4.3,/,5.7,0.6
CCOc1ccc(NC(=O)CCN2CCCCC2)cc1,/,/,7.8,5.2,2.4,/,/,-3.2
COCC(C)NC(=S)N1CCN(c2ccccc2Cl)CC1 (configuration not stated),0.1,10.8,/,1.6,/,-13.0,30.6,/
CC1(C(=O)NS(=O)(=O)c2ccccc2Cl)CCN1C(=O)C1CC1 (configuration not stated),-1.5,-4.7,-11.1,-0.3,4.6,0.8,-8.4,-5.4
CCOc1ccccc1N(C)C(=O)CCS(=O)(=O)c1ccc2c(c1)NC(=O)C(C)S2 (configuration not stated),3.4,-4.5,-3.7,-0.8,2.6,/,21.6,-8.5
CC(=O)N1CCCCN2[C@H](C1)[C@@H](c1ccc(C#Cc3ccccc3F)cc1)[C@@H]2CO,2.7,10.8,-11.2,/,-0.6,-9.6,13.3,-5.4[16.7 µM]
CC1CCCC(NC(=O)CNC(=O)c2cccs2)C1C (configuration not stated),-2.2,11.0,3.3,-6.3,3.3,-8.0,-17.2,0.3
CCOC(=O)C1CCCN(C(=O)c2ccc(C(=O)c3ccccc3)cc2)C1 (configuration not stated),-31.5,6.7,/,-1.9,0.3,5.4,4.3,/
CCNC(=O)[C@H]1[C@H](CO)[C@H]2Cn3c(ccc(-c4ccccc4)c3=O)[C@H]2N1Cc1ccccn1,7.8,5.0,-1.3,/,-2.0,2.4,-11.4,-0.9[16.7 µM]
COCC(=O)N1CC[C@@H]2[C@@H](CO)N(C)c3ccc(-c4ccccc4)cc3[C@@H]21,4.5,-1.1,-14.3,-4.3,-5.8,0.0,-8.3,14.3[16.7 µM]
Cc1oncc1-c1cn2ccccc2n1,/,/,-45.6,2.3,-0.1,/,-15.9,-1.5
Cc1ccc2[nH]cc(C(=O)NCc3cccs3)c(=O)c2c1,-1.7,-3.6,2.0,/,-0.3,-21.8,/,10.9
CCN(C(=O)COC(=O)CN(C)S(=O)(=O)c1ccc(NC(C)=O)cc1)C1CCS(=O)(=O)C1 (configuration not stated),-0.2,3.3,/,3.7,0.8,/,-6.4,/
COc1ccc(S(=O)(=O)Nc2ccc3c(c2)C(=O)N(C)C[C@H](OC)[C@H](C)CN[C@H](C)CO3)cc1,2.2,-6.4,-7.8,15.4,-9.1,5.3,1.1,/
C[C@H](CO)N1C[C@H](C)[C@H](CN(C)S(=O)(=O)c2ccc(F)cc2)Oc2ccc(NC(=O)CCC(F)(F)F)cc2CC1=O,4.5,-18.3,1.1,/,-0.8,-0.1,24.9,-8.3[16.7 µM]
CN1CCN(C(=O)C2=C[C@H](c3coc4ccccc4c3=O)C[C@H](OCc3ccc(CO)cc3)O2)CC1,-1.1,13.8,/,0.9,12.1,-2.9,0.0,/
CCC(=O)N[C@@H]1CC[C@@H](CC(=O)OC)O[C@H]1CO,2.1,4.3,0.6,/,-4.9,-8.2,-6.6,-3.0[16.7 µM]
Cc1c(C)c2ccc(OC(C)C(=O)N3CC[C@@]4(O)CCCC[C@H]4C3)c(C)c2oc1=O (some centres not stated),1.7,/,-9.9,/,0.8,8.9,/,-7.1
CC1=C(C(=O)OCC(C)C)C(c2ccc(Br)s2)NC(=O)N1 (configuration not stated),0.8,5.3,11.7,9.6,/,1.2,14.8,-3.4
Cn1c(N)c(C(=O)CNC2CCCCC2)c(=O)n(C)c1=O,/,-8.9,-18.0,-3.8,-2.2,-18.2,-25.3,-4.2
NS(=O)(=O)c1ccc(CCNC(=O)c2cc(=O)[nH]c3ccccc23)cc1,-0.5,-1.2,12.0,10.9,-1.0,3.7,17.8,0.0
OCCN1CCN(c2cc(C(F)(F)F)nc3ccccc23)CC1,-2.4,/,7.2,6.2,0.2,1.9,10.6,/
ON1C(c2ccccc2C(F)(F)F)N(O)[C@H]2CCCC[C@H]21 (some centres not stated),/,/,1.9,/,-0.5,/,-23.4,-4.4
CCCCN1CC(Br)C(=O)NC1=O (configuration not stated),0.1,-10.7,-2.5,6.0,1.9,-10.7,0.4,/
O=C1/C(=C\c2ccco2)SC(=S)N1c1ccc(O)cc1,37.7*,5.4,/,-2.7,/,-1.2,90.9*,/

# Assay outcomes from PubChem BioAssay.
